All columns: NCI-60 one-dose screen, growth in % after 48 h at 10 µM unless noted; 100 = growth as untreated, 0 = no growth, -100 = all killed.
HS 578T: HS 578T breast cancer | 4.1% of 78,000 active
MDA-MB-231: MDA-MB-231 breast cancer; 5% of 81,000 active
BT-549: BT-549 breast cancer; AID 1794793; 4.4% of 78,000 active
MALME-3M: MALME-3M melanoma; 5.8% of 78,000 active; AID 1794766
MCF7: MCF7 breast cancer; 6.3% of 82,000 active; AID 1794796
T-47D: T-47D breast cancer; 5% of 79,000 active; AID 1794792
LOX IMVI: LOX IMVI melanoma; 7.4% of 79,000 active
SK-MEL-2: SK-MEL-2 melanoma | AID 1794763 | 4.7% of 77,000 active
* marks the source's active call; other numbers are inactive results; x = no result given; & = joins results of further samples; [ ] = dose if it differs, or a comment. The calls were made as follows: active = growth percent below 10; inactive = the rest.

SMILES	HS 578T	MDA-MB-231	BT-549	MALME-3M	MCF7	T-47D	LOX IMVI	SK-MEL-2
COC(=O)c1cc(=O)nc(N/N=C/c2ccco2)s1	106.2	116.5	109.1	108.4	39.5	87.8	100.6	116.7
NS(=O)(=O)c1ccc(Nc2nc(NNC(=O)CCl)nc(Nc3ccccc3)n2)cc1	108.1	97.6	88.2	93.6	91.7	102.4	106.2	112.7
CC(N)CC1CC2CCC1C2 (stereo unspecified)	112.9	117.7	112.5	108.4	100.6	x	98.3	121.6
O=C1C2C(c3cccs3)C=C(c3ccc(Cl)cc3)N2C(=S)N1c1ccccc1 (stereo unspecified)	92.2	86.3	92.4	115.1	90.9	100.2	98.0	102.4
C[C@]12CCC(=O)C=C1[C@@H]1C[C@@H]1C1C2CC[C@@]2(C)C1[C@@H]1C[C@@H]1[C@@]21CCC(=O)O1 (stereo partly specified)	77.0	92.9	88.3	100.0	99.1	102.9	99.7	104.8
Cc1cc([N+](=O)[O-])cc(Cl)c1O	108.3	110.0	115.9	111.3	95.4	108.7	98.6	105.9
O=C(/C=C/c1cccc(Cl)c1)c1ccc(NC(=O)N2CCN(c3cc4c(cc3F)c(=O)c(C(=O)O)cn4C3CC3)CC2)cc1	100.0	97.2	94.5	97.0	96.7	99.0	92.0	99.9
Cn1ncc2ccc(-c3nc(-c4ccccc4)[nH]c3-c3n[nH]c(=O)n3C3CC3)cc21	100.1	98.0	106.2	95.6	90.2	82.7	97.2	101.3
CCOC(=O)/C(=C\c1ccccc1Cl)P(=O)(OCC)OCC	80.3	71.0	57.6	71.2	17.8	39.5	0.3*	68.1
CCC(=O)c1ccc(O)c(C)c1	126.1	109.1	96.6	129.0	106.7	113.5	97.4	114.5
Cc1ccc(Oc2no[n+]([O-])c2-c2ccccc2)cn1	32.6	59.9	84.5	57.6	89.3	98.2	67.1	77.2
O=C1OC(c2ccc(Cl)c(Cl)c2)C(=O)C1=O (stereo unspecified)	105.0	x	103.7	94.3	85.4	x	96.5	127.4
CCCOS(=O)(=O)c1ccc(C)cc1	x	108.8	95.6	95.7	89.4	82.7	95.9	109.5
COc1ccc2c(c1)CCc1c-2n[nH]c1-c1[nH]nc2c1CCc1cc(OC)ccc1-2	48.7	x	54.6	46.6	12.6	x	43.8	61.7
O=C(Nc1ncccc1OCc1ccccc1Cl)Nc1cccc2ccccc12	89.7	100.2	95.5	119.8	69.6	76.7	95.5	77.4
C=C(CNCCc1ccc(O)cc1)[C@@H]1CC[C@]2(COC3CCCCO3)CC[C@]3(C)[C@H](CC[C@@H]4[C@@]5(C)CCC(N)C(C)(C)[C@@H]5CC[C@]43C)[C@@H]12 (stereo partly specified)	-49.5*	-92.2*	-70.0*	-83.9*	-79.8*	x	x	-82.9*
O=C(/C=C/C12c3ccccc3C(c3ccccc31)C1C(=O)NC(=O)C12)c1ccc(Br)cc1 (stereo unspecified)	45.2	52.6	46.1	80.5	10.1	36.8	21.0	52.2
O=C1/C(=C/c2coc3ccccc3c2=O)N=C(c2ccc(Cl)cc2)N1c1ccc(S(=O)(=O)Nc2ncccn2)cc1	103.1	101.1	95.7	x	85.7	88.4	94.1	102.3
COc1ccc(Cc2nn3cc(-c4ccccc4)nc3s2)cc1	92.0	106.5	100.5	103.1	92.7	109.2	81.5	107.6
CC(C)NCCCNCC(=O)Nc1ccc(S(=O)(=O)c2ccc(NC(=O)CNCCCNC(C)C)cc2)cc1	111.3	119.1	97.2	99.5	98.3	93.7	101.5	103.7
Cc1ccc(C)[nH]1	100.0	89.7	98.9	96.6	99.4	96.8	102.7	112.2
C=CCN1C(=O)c2cccc3c(N4CCOCC4)ccc(c23)C1=O	4.6*	23.9	-47.8*	-3.3*	-0.4*	-2.1*	1.1*	-28.1*
COc1ccc(CNc2cccc3[nH]c(C(F)(F)F)nc23)cc1	93.8	71.0	x	88.7	86.5	x	92.4	77.8
O=[N+]([O-])c1ccccc1S(=O)(=O)n1ccc2nc(Cl)nc(Cl)c21	96.9	105.6	99.2	86.5	79.0	77.2	83.3	90.4
O=C(Nc1ccc(F)cc1)N1CCCCC1	96.4[100 µM]	100.6[100 µM]	107.8[100 µM]	94.4[100 µM]	103.6[100 µM]	87.8[100 µM]	96.6[100 µM]	112.2[100 µM]
Other entries follow:
SMILES	HS 578T	MDA-MB-231	BT-549	MALME-3M	MCF7	T-47D	LOX IMVI	SK-MEL-2
CC(O)c1cccc([N+](=O)[O-])c1 (stereo unspecified)	76.9	100.4	106.4	100.6	101.3	x	103.6	99.4
O=C1NC2(c3ccccc3)NC(=O)NC2(c2ccccc2)N1 (stereo unspecified)	105.2&121.1	109.9&109.4	101.9	103.9	94.1&97.7	113.1&102.9	86.9&91.7	104.0&108.3
COc1cc(OC)c2cc(C(=O)c3cccc4ccccc34)c(=O)oc2c1	108.3	91.0	90.0	102.2	90.4	87.5	x	x
N/C(=N\c1nc2c(Cl)cc(Cl)cc2s1)C(Cl)(Cl)Cl	22.1	38.4	110.2	91.7	24.8	32.3	1.9*	80.5
NNC(=O)C1CC1	x	120.1	94.6	103.0	92.7	94.3	99.3	100.3
CSc1nc2sc3c(c2c(=O)n1-c1ccc([N+](=O)[O-])cc1)CCCCC3	82.3	75.3	102.2	91.4	86.2	89.0	94.7	101.2
N#Cc1ccc(-c2cc3cc(Br)ccc3oc2=O)n(N)c1=O	75.4	83.4	74.1	63.0	x	64.9	84.2	79.4
O=C(CN1CCN(c2cc3c(cc2F)c(=O)c(C(=O)O)cn3C2CC2)CC1)Nc1nc(-c2ccc(Cl)cc2)cs1	32.2	24.6	26.3	31.6	23.5	40.2	-42.4*	21.9
CCOC(=O)COc1nc(C)cc(C)c1C#N	101.8	103.3	105.1	98.5	93.1	101.2	99.5	112.9
O=C(O)CC1Cc2ccccc2C1C(=O)O (stereo unspecified)	104.0	105.4	89.7	103.5	104.6	100.9	91.7	101.3
Cn1c(CO)nc2ccccc21	x	x	96.7	95.9	97.8	99.4	x	115.4
Nc1ccc(C(=O)OCc2ccccc2)cc1	113.3	92.7	101.2	117.1	105.3	97.8	93.8	116.3
Nc1ncnc2c1N=C(c1ccc3c(c1)OCO3)CC(c1ccc([N+](=O)[O-])cc1)N2 (stereo unspecified)	74.0	55.9	96.2	107.5	63.2	72.4	75.5	60.8
N#CC1=C(N)Oc2c(c(N)nn2-c2ccccc2)C1c1ccc(Cl)cc1 (stereo unspecified)	97.0	87.5	81.5	106.2	98.7	86.7	x	103.4
CC(C)[C@@H](C(=O)N(C(=O)NC1CCCCC1)C1CCCCC1)N1C(=O)c2ccccc2C1=O	109.5	87.1	107.3	87.1	98.3	81.4	94.4	77.1
COc1ccc(CNc2cccc3[nH]c(C(F)(F)F)nc23)cc1OC	100.5	98.0	x	93.9	97.3	x	96.1	94.2
CCOC(=O)C(C#N)c1ccc2ccccc2c1 (stereo unspecified)	102.6	105.4	91.4	114.3	98.4	88.7	102.0	104.2
CN(CCCCN(C)S(=O)(=O)c1ccccc1)S(=O)(=O)c1ccccc1	111.7	94.4	99.3	x	88.2	88.8	83.4	89.6
CCOC(=O)c1c(O)cc(-c2ccc(OC)cc2)cc1-c1sc(N(C)Cc2ccccc2)nc1Cl	104.3	95.3	82.0	98.7	88.9	90.5	103.4	105.6
CCCS(=O)(=O)c1oc(-c2ccc(F)cc2)nc1S(=O)(=O)c1ccc(F)cc1	56.8	-91.9*	-32.1*	-98.8*	-65.7*	-67.9*	-100.0*	36.7
CSc1nc(Cl)c(Cl)cc1Cl	114.1	117.3	94.4	87.4	97.9	100.4	98.2	x
Cc1cc[n+](-c2c3c(nc4ccccc24)-c2ccccc2C(C)(C)C3)cc1	104.8	118.4	67.3	111.9	94.6	105.4	98.4	126.0
COc1ccc(C2CC(c3ccc(Nc4nc(NCCO)nc(NCCO)n4)cc3)=NN2C(C)=O)cc1 (stereo unspecified)	x	106.8	101.8	96.7	94.9	69.2	94.9	x
COc1cc(OC)cc(C(=O)Cl)c1	105.0	109.1	104.7	x	94.8	102.4	104.7	x
CC(C)CCCCc1c[nH]c(=O)[nH]c1=O	105.4	100.6	103.7	93.0	93.7	98.9	100.6	97.2
New compounds follow:
SMILES	HS 578T	MDA-MB-231	BT-549	MALME-3M	MCF7	T-47D	LOX IMVI	SK-MEL-2
COc1ccc2oc3c(c4c(c5c6ccccc6n(C)c35)C(=O)N(O)C4=O)c2c1	105.3	97.5	84.5	96.2	51.1	75.2	62.5	99.2
COc1ccc([C@H]2[C@H](C(=O)Nc3ccccn3)c3ccccc3C(=O)N2c2ccc(OC)cc2)cc1	59.4	59.1	64.6	69.6	78.2	78.2	84.6	73.4
COc1ccc(NC2=C(I)C(=O)C(C)=C(C)C2=O)cc1	85.6	-8.4*	81.4	77.7	-8.3*	-21.1*	2.4*	56.9
CCOC(=O)c1ccccc1C(=O)OC1CCCCC1	100.1	108.0	99.7	102.2	108.0	90.0	95.1	101.4
CC(C)CCOC(=O)c1ccccc1	104.7	104.2	102.2	96.9	99.7	99.5	101.3	106.1
Nc1ncnc2c1nc(N)n2C1OC(CO)C(O)C1O (stereo unspecified)	-13.9*	-16.9*	-83.6*	x	-20.5*	-46.3*	-80.3*	-11.6*
NS(=O)(=O)c1ccc(N2C(=O)c3nccnc3C2=O)cc1	x	103.4	110.4	99.4	94.5	101.3	94.9	96.3
Cc1nc(SCC(=O)c2ccccc2)n(Nc2ccccc2)c1C	108.0	98.8	88.9	103.5	96.9	85.5	102.1	97.1
CCOc1ccc(-n2nc(C(=O)NCc3cc(F)cc(F)c3)nc2-c2cc(OC)c(OC)c(OC)c2)cc1	75.7	43.1	68.7	90.1	44.3	44.1	66.6	65.5
COc1ccc2nc(/C=C/c3ccc(N(C)C)cc3)sc2c1	102.1	95.6	104.2	97.4	96.6	300.4	91.5	100.8
COc1nc2ccccc2cc1-c1nc2c(cnn2-c2ccccc2)c(=O)[nH]1	50.2	58.3	38.5	75.6	20.9	50.1	35.0	12.9
O=C1CC2(CCN1)CCN(Cc1ccccc1)CC2	99.2	114.9	111.4	105.1	99.1	100.8	98.9	109.7
CCOC(=O)c1c(CN2CCCC2)nc2ccc(Cl)cc2c1-c1ccccc1	83.7	84.1	102.8	96.0	74.6	78.9	85.3	62.0
COc1ccc(CCNC(=O)C(=O)C(Cc2ccccc2)NC(=O)/C=C/c2ccc(O)c(O)c2)cc1 (stereo unspecified)	99.4	93.7	99.7	110.0	97.5	99.9	85.9	103.0
CCOC(=O)[C@@H]1CCCN(S(=O)(=O)c2ccc(S(=O)(=O)N(CC)CC)c(F)c2)C1	93.5	92.9	58.5	79.9	61.8	53.3	62.2	62.6
O=C1/C(=C/c2cc(Cl)cc(I)c2O)Cc2cc3c(cc21)OCO3	98.9	93.9	124.9	95.3	98.2	108.6	98.7	127.0
Clc1ccc2nc(Cl)c3ccccc3c2c1	56.8	74.9	89.6	67.2	89.7	-13.9*	83.2	99.0
O=C(N/N=C/c1ccc(Cl)cc1)c1[nH]c2ccc(Cl)cc2c1-c1ccccc1	82.0	9.6*	10.2	62.3	13.5	73.9	19.0	-9.3*
Cc1cc(=O)n2c(nc3ccccc32)s1	111.7	108.6	109.5	115.6	87.2	100.0	108.1	113.3
CSc1nc(N)c2c(n1)NC(c1ccccc1)C1CCc3ccccc3C1=N2 (stereo unspecified)	62.0	71.9	73.9	113.2	57.1	33.5	43.3	30.1
CCc1ccccc1NC(=O)/C(C#N)=C/c1ccc(Cl)cc1	94.4	105.0	115.7	107.5	96.0	92.7	96.4	115.5
O=C(Nc1nc(-c2ccc(Cl)cc2)cs1)c1ccc(O)c(O)c1	74.1	54.7	54.1	x	45.4	32.9	45.2	68.4
Cc1ccc(S(=O)(=O)Nc2ccc(-c3cc(-c4cccc(C)c4)c(C#N)c(=O)[nH]3)cc2)cc1	83.0	81.2	63.7	85.2	18.7	53.4	x	113.6
CN(NS(=O)(=O)c1ccc([N+](=O)[O-])cc1)c1ccccc1	102.0	90.1	102.9	128.4	91.5	83.9	91.4	111.3
CC(C)Oc1c(B(O)O)cccc1-c1nc2ccc3[nH]ncc3c2c2c1CCCC2	22.4	76.4	94.7	90.4	51.1	56.9	77.0	96.3
Cc1ccc2nc(COc3ccc(C(=O)NNC(=S)NCCc4ccccc4)cc3)[nH]c2c1	41.1	29.6	104.8	64.8	50.5	74.0	79.9	81.7

Sorted by heavy-atom count (highest first): 11 of the compounds above.
SMILES	HS 578T	MDA-MB-231	BT-549	MALME-3M	MCF7	T-47D	LOX IMVI	SK-MEL-2
COc1ccc([C@H]2[C@H](C(=O)Nc3ccccn3)c3ccccc3C(=O)N2c2ccc(OC)cc2)cc1	59.4	59.1	64.6	69.6	78.2	78.2	84.6	73.4
Cc1ccc(S(=O)(=O)Nc2ccc(-c3cc(-c4cccc(C)c4)c(C#N)c(=O)[nH]3)cc2)cc1	83.0	81.2	63.7	85.2	18.7	53.4	x	113.6
O=C(/C=C/C12c3ccccc3C(c3ccccc31)C1C(=O)NC(=O)C12)c1ccc(Br)cc1 (stereo unspecified)	45.2	52.6	46.1	80.5	10.1	36.8	21.0	52.2
Cn1ncc2ccc(-c3nc(-c4ccccc4)[nH]c3-c3n[nH]c(=O)n3C3CC3)cc21	100.1	98.0	106.2	95.6	90.2	82.7	97.2	101.3
COc1ccc2oc3c(c4c(c5c6ccccc6n(C)c35)C(=O)N(O)C4=O)c2c1	105.3	97.5	84.5	96.2	51.1	75.2	62.5	99.2
CCCS(=O)(=O)c1oc(-c2ccc(F)cc2)nc1S(=O)(=O)c1ccc(F)cc1	56.8	-91.9*	-32.1*	-98.8*	-65.7*	-67.9*	-100.0*	36.7
CN(CCCCN(C)S(=O)(=O)c1ccccc1)S(=O)(=O)c1ccccc1	111.7	94.4	99.3	x	88.2	88.8	83.4	89.6
O=[N+]([O-])c1ccccc1S(=O)(=O)n1ccc2nc(Cl)nc(Cl)c21	96.9	105.6	99.2	86.5	79.0	77.2	83.3	90.4
Nc1ncnc2c1nc(N)n2C1OC(CO)C(O)C1O (stereo unspecified)	-13.9*	-16.9*	-83.6*	x	-20.5*	-46.3*	-80.3*	-11.6*
CCOC(=O)COc1nc(C)cc(C)c1C#N	101.8	103.3	105.1	98.5	93.1	101.2	99.5	112.9
Clc1ccc2nc(Cl)c3ccccc3c2c1	56.8	74.9	89.6	67.2	89.7	-13.9*	83.2	99.0
